PMI inhibitors: inhibitors of human PMI, primary screen, biochemical, fluorescence intensity, coupled assay (AID 1209). purified PMI enzyme, coupled fluorescence intensity; higher % means a stronger effect. inhibition, % at 20 µM; hits with a dose series show IC50 in µM. 190,000 tested, 0.42% active;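 also: plate controls were DMSO vehicle for no effect and wells lacking substrate for full effect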
Autophagy HCS: autophagy modulation, high-content screen; MEF GFP-LC3 puncta imaging; test concentration mostly 10 µM; 190,000 tested, 0.98% active; calls only at 10 µM (by protocol); AID 463193;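 active = percentage of spot-positive cells more than 3 SD above its plate mean, without a fluorescence outlier flag or 80% toxicity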;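 also: spot-positive cell cutoff set from DMSO-treated cells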
b-catenin transl: modulators of beta-catenin nuclear translocation; 190,000 tested, 0.3% active; nuclear translocation activity, % at 5 µM; AID 1665; HeLa beta-catenin nuclear translocation, immunofluorescence imaging;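 active = nuclear translocation activity above 50% at 5 µM, with a well cell count of 50 or more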;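 also: per-cell ratio of nuclear to cytoplasmic median beta-catenin stain intensity; plate controls were DMSO negative control for no effect and GSK-3 inhibitor IX positive control for full effect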
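Test system: human HeLa cells, endogenous beta-catenin. Times: 24 h compound exposure, 37°C. Measured by: beta-catenin immunofluorescence imaging with DAPI.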
MT stabilizer: microtubule stabilizers in HeLa cells; HeLa tubulin immunostaining HCS, 24 h; share of cells brighter than vehicle mean+2SD; % tubulin-high responders, % at 10 µM; 200,000 tested, 0.83% active;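 active = plate Z-score above 3 for both tubulin-high and condensed-nucleus cell shares, with cell loss under 80%, at 10 µM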;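 also: anti alpha tubulin signal scored within the nucleus-defined area of each cell; some results filed as inactive read as strong as hits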
Insulin prom up: MIN6 insulin promoter up-regulation; MIN6 insulin promoter-GFP reporter, high-content imaging; hits give high values; z-score at 5 µM; 190,000 tested, 0.3% active; AID 1625;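 active = z-score above 3 at 5 µM with at least 500 cells counted in the well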
TNAP activation fold: stimulation of alkaline phosphatase TNAP activity – biochemical, luminescent, no phosphate acceptor, uHTS, primary screen (AID 1001) | purified TNAP, luminescent activation assay, no phosphate acceptor; higher activation fold means a stronger effect | one-dose activation fold at 20 µM; EC50 in µM for titrated hits | 200,000 tested, 0.03% active; in the data active = activation fold from about 3, or a potency from the dose series; inactive = the rest, 99 in 100 with activation fold below about 1.6; also: many of its hits are not listed in these tables
Lipid droplet: hepatic lipid droplet formation modulation. AML12 mouse hepatocytes, oleate lipid droplets, BODIPY imaging. inhibition, % at 6.5 µM. 240,000 tested, 0.4% active. AID 1656;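 active = lipid droplet intensity inhibited by at least 50%, with more than 500 cells counted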
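Assay system: AML12 mouse liver cells | Compound dosing: One dose, 6.5 µM compound | Read-out basis: Droplet intensity reduction, % inhibition | Measured by: Fluorescence imaging, 20x objective, two fields per well | Schedule: Overnight treatment with compound plus oleate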
human PMI inhibitors: MPI inhibition at elevated mannose 6-phosphate – biochemical, fluorescence intensity, high mannose 6-phosphate, primary screen (AID 1220). recombinant PMI enzyme, coupled fluorescence intensity; higher % means a stronger effect. inhibition, % at 20 µM; hits with a dose series show IC50 in µM. 190,000 tested, 0.66% active
T cell HTS: T cell immune modulators affecting CD8 T cell-vesicle binding | 2C CD8+ T cell-vesicle binding, flow cytometry; hits give low values | calls only at 7 µM | 330,000 tested, 0.068% active;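 active = response, share of CD8 T cells binding vesicles, and their 90th percentile fluorescence all below set limits, cut at about 80% in these data, passing the limit was not always enough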
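Test system: purified 2C TCR transgenic mouse naive CD8+ T cells. Probe or stimulus: QL9-peptide-loaded Drosophila micro-vesicles bearing Ld, ICAM-1 and B7-1. Incubation: binding step 1.5 h, 37 °C, antibody labelling 20 min, ice. Measured by: flow cytometry of vesicle-bound cells.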
Insulin prom up cell count: further read-out of Insulin prom up, marked with its call; cell count; measured here: cytotoxicity, nuclei count;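 total cells summed across four imaged fields per well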
Lipid droplet cells 6.5 µM: second read-out of Lipid droplet, no call of its own (marks repeat the call); cell count; measured here: cell count, cytotoxicity flag;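 cells counted across two imaged fields per well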
b-catenin transl cell count 5 µM: also measured in b-catenin transl; calls as there; cell count; measured here: cell count, cytotoxicity flag
T cell HTS vesicle-bound %: recorded beside T cell HTS, whose call it bears; double positive events, %; measured here: CD8+ vesicle-bound cell fraction;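 binding gate set so that unloaded-vesicle control wells show 10% double positive cells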
MT stabilizer Hoechst-high %: further read-out of MT stabilizer, marked with its call; % Hoechst-high responders; measured here: nuclear condensation Hoechst responders;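 share of cells brighter than vehicle mean plus two SD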
MT stabilizer cytotoxicity %: also measured in MT stabilizer; calls as there; toxicity, %; measured here: cytotoxicity by cell density;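 0% = mean cell density of plate MIN control wells and 100% = no cells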
Autophagy HCS cell loss 18 h: second read-out of Autophagy HCS, no call of its own (marks repeat the call); toxicity, %; measured here: cell loss, nuclei count;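 cell loss after 18 h compound exposure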
* marks the source's active call; other numbers are inactive results; i = inactive; · = not tested or not shown. Rule as the data show it, unless noted: active = inhibition above about 50%; inactive = the rest. Rows were taken by chance (roughly 2.9% active in at least one column).

SMILES	PMI inhibitors	Autophagy HCS	Autophagy HCS cell loss 18 h	b-catenin transl	b-catenin transl cell count 5 µM	MT stabilizer	MT stabilizer Hoechst-high %	MT stabilizer cytotoxicity %	Insulin prom up	Insulin prom up cell count	TNAP activation fold	Lipid droplet	Lipid droplet cells 6.5 µM	human PMI inhibitors	T cell HTS	T cell HTS vesicle-bound %
Cc1ccc(C(=O)CC(C(=O)O)P(=O)(c2ccccc2)c2ccccc2)cc1 (stereo not given)	-3%	i	0	0.4	1432	2.9	2.1	5.3	·	·	1	-2	696	-4%	i	60
CCN(CC)c1ccc(NC(=O)/C=C/c2cc(Br)ccc2OC)cc1	7%	i	1	3.4	1402	2.2	2.6	2.3	0.45	1434	1	·	·	-8%	i	30
C#CCOC(=O)CCCC(=O)Nc1ccccc1OC	-4%	i	0	-2.5	985	4.8	1.3	4.5	1.3	1280	1.1	·	·	0%	i	65
Cc1cc(NC(=O)CN(C)CCOc2ccccc2)ccc1Br	-4%	i	1	-0.2	1109	3.7	1.9	5.6	-1	1329	1	-21	672	-7%	i	34
N#CC1=C(N)N(c2ncn[nH]2)C2=C(C(=O)CCC2)C1c1ccccc1 (stereo not given)	7%	i	26	-2.7	1093	2.4	2.1	4.7	-0.16	1121	1	4	679	16%	i	59
CCc1nnc(NC(=O)Cc2ccc(Br)cc2)s1	14%	i	-9	-0.4	873	2.9	3.5	9.4	0.19	1639	1	3	691	10%	i	30
Cc1ccc(C)c(OCCN2C(=O)NC3(CCc4ccccc4C3)C2=O)c1 (stereo not given)	8%	i	12	-1.0	881	1.7	1.8	8.1	·	·	1.1	-37	635	-9%	i	34
N#Cc1c(-c2ccccc2)cc2nc3ccccc3n2c1N	6%	i	7	1.8	995	3.8	3.3	5.1	-1	1232	1	-19	553	1%	i	43
C=CCNc1ncnc2c1cnn2-c1cccc(C)c1	11%	i	4	-0.8	1076	3.5	4.0	5.5	0.61	1780	1.1	22	621	10%	i	36
CC1(c2ccccc2)O[C@@H]2C[C@H]3[C@@H]4CCC5=CC(=O)C=C[C@]5(C)[C@@]4(F)[C@@H](O)C[C@]3(C)[C@]2(C(=O)CO)O1 (stereo not given in full)	·	·	·	-4.9	1146	·	·	·	-2.1	696	·	7	687	·	i	13
CCOC(=O)CNC(=O)CSc1nnc(SCC(=O)NCC(=O)OCC)s1	-9%	i	11	0.1	1145	1.3	1.5	8.6	0.41	977	1	·	·	-6%	·	·
Cc1cccc(N2CC(O)=C(c3nc4ccccc4n3C)C2=N)c1	9%	i	-4	-2.6	1414	2.8	2.4	11	0.43	1434	1	·	·	9%	i	16
O=C(O)CCc1nn2c3ccccc3n(CC(=O)c3cccs3)c2nc1=O	-22%	i	-2	-1.3	1076	1.2	2.4	5.0	0.46	1109	1.1	-5	659	-17%	i	24
Cc1ccc2nc(-c3ccc(S(=O)(=O)N4CCCCC4)cc3)cn2c1	-1%	i	-6	3.2	1041	3.0	2.5	6.9	0.09	1323	1	0	640	-4%	i	51
Cc1ccc2oc(=O)c(/C=C(\O)c3ccccc3)nc2c1	-9%	i	8	-2.3	1068	2.4	2.4	0.3	·	·	0.8	25	773	5%	i	30
COc1ccc([C@H]2[C@H](C(=O)C(C)(C)C)N3N=Cc4ccccc4C3[C@]23N=C(c2ccccc2)OC3=O)cc1 (stereo not given in full)	14%	i	-4	-0.8	1387	2.3	2.6	7.6	0.24	1160	1.1	·	·	22%	i	34
Cc1ccc(CN2C3=NCCN3c3ccccc32)cc1	-1%	i	22	-0.2	1562	1.7	1.3	8.7	-1.3	1341	1	1	690	0%	i	3
COc1ccc(-c2c(C)c3ccc(OCC(C)=O)cc3oc2=O)cc1	-9%	i	11	0.9	1142	3.8	2.4	14	-0.64	1312	1	22	671	4%	i	25
S=C(NCCc1cnc[nH]1)NC1CCCC1	-5%	i	-15	-0.5	1568	2.8	2.2	8.3	0.98	1426	1.1	5	701	-3%	i	39
COC(=O)[C@H](CCSC)NC(=O)Nc1ccc(OC)c(Cl)c1	-3%	i	17	-1.6	831	3.9	4.3	11	-0.56	950	1.1	·	·	-8%	i	44
O=C(CN1C(=O)NC2(CCCc3ccccc32)C1=O)Nc1cccc(S(=O)(=O)N2CCCCC2)c1 (stereo not given)	19%	i	6	0.8	937	4.8	3.3	4.3	·	·	1.1	-1	584	6%	i	42
Cc1cc(C)n(-c2nnc(C)n2/N=C/c2ccccc2OCc2ccccc2Cl)n1	2%	i	4	-0.8	1350	2.8	1.9	3.5	-0.64	1568	1.1	·	·	0%	i	15
C=CCSc1nc2c(c(=N)n1CC=C)C1CCCC1S2 (stereo not given)	10%	i	11	0.6	1015	3.7	3.6	8.3	-0.9	1330	1.1	-5	676	7%	i	51
CCCCN1Cc2c(nc3cc(-c4ccccc4)[nH]n3c2=O)C1=O	·	·	·	-2.2	1174	·	·	·	0.16	1383	·	8	649	·	i	40
CC(OC(=O)c1ccc2ncsc2c1)C(=O)NCc1ccccc1 (stereo not given)	16%	i	1	-1.9	1274	5.6	2.8	4.6	0.31	1555	1	11	699	6%	i	46

Next section; the last 2 above are carried over.
SMILES	PMI inhibitors	Autophagy HCS	Autophagy HCS cell loss 18 h	b-catenin transl	b-catenin transl cell count 5 µM	MT stabilizer	MT stabilizer Hoechst-high %	MT stabilizer cytotoxicity %	Insulin prom up	Insulin prom up cell count	TNAP activation fold	Lipid droplet	Lipid droplet cells 6.5 µM	human PMI inhibitors	T cell HTS	T cell HTS vesicle-bound %
CCCCN1Cc2c(nc3cc(-c4ccccc4)[nH]n3c2=O)C1=O	·	·	·	-2.2	1174	·	·	·	0.16	1383	·	8	649	·	i	40
CC(OC(=O)c1ccc2ncsc2c1)C(=O)NCc1ccccc1 (stereo not given)	16%	i	1	-1.9	1274	5.6	2.8	4.6	0.31	1555	1	11	699	6%	i	46
COc1ccc(C(=O)Nc2ccccc2NC(=O)c2ccco2)c(OC)c1	-3%	i	6	-1.3	1051	5.4	1.0	1.0	0.12	1536	1.1	2	649	-4%	i	49
COc1cc2nc(CC(C)C)n(NC(=O)c3ccccc3)c(=O)c2cc1OC	15%	i	31	-4.7	1180	2.2	2.1	3.7	-0.27	1306	1.1	11	752	7%	i	29
Cc1ccc(NC(=O)CSc2ccccc2NC(=O)c2cccc(Cl)c2)cc1Cl	16%	i	11	-0.9	1094	3.0	3.1	7.2	0.22	1571	1.2	-5	637	7%	i	46
O=C1CC(C2CCCO2)C(=O)N1Cc1ccccc1 (stereo not given)	-3%	i	-12	-3.8	1156	2.7	1.7	9.4	1.1	1104	1.1	7	771	-4%	i	54
NC(=O)[C@H](Cc1cc2ccccc2s1)NC(=O)[C@@H]1CC2(CC(c3cccc(NC(=O)[C@@H]4CCC(=O)N4)c3)=NO2)CN1C(=O)c1ccccc1 (stereo not given in full)	-6%	i	-11	2.7	1488	3.5	2.3	6.3	0.42	1546	1.2	·	·	2%	i	37
Cn1c(=O)c2c(nc(NC3CCCCC3)n2Cc2ccccc2)n(C)c1=O	-2%	i	9	-2.5	1217	5.2	2.5	6.5	0.15	1186	1.1	-1	728	4%	i	42
N=C1C(c2nc3ccccc3s2)=C(O)CN1Cc1ccccc1	5%	i	30	0.9	1116	9.6	4.2	4.3	·	·	1.1	8	718	5%	i	42
CCOc1cc(O)c(-c2[nH]ncc2-c2nc(C)cs2)cc1CC	·	·	·	0.5	1308	·	·	·	-0.33	1010	·	-5	699	·	i	19
O=c1cc(N2CCCCC2)c(-c2ccccc2)nn1Cc1c(Cl)cccc1Cl	8%	i	-4	·	·	2.5	2.3	5.7	·	·	1	·	·	-7%	i	50
Cc1ccc(S(=O)(=O)/N=C(/Nc2ccc3[nH]c(=O)[nH]c3c2)c2ccc(F)cc2)cc1	4%	i	-33	-0.6	1524	2.5	1.8	5.0	0.03	1488	1.1	·	·	0%	i	51
O=C(CSc1n[nH]c(=O)n1C1CC1)Nc1ccc(Cl)c(Cl)c1	·	·	·	0.4	1221	·	·	·	0.35	1396	·	5	735	·	i	6
CC(C)(C)CN1CCNC(=O)C1CC(=O)NC1Cc2ccccc2C1 (stereo not given)	6%	i	-6	-0.7	1182	3.1	2.5	6.9	0.95	1351	1.1	8	684	21%	i	60
COc1ccc(CN2CCCCC2C(=O)Nc2ccc(OC)c(OC)c2)cc1OC (stereo not given)	7%	i	3	-7.2	989	3.2	2.7	11	-0.67	1314	1.1	·	·	8%	i	35
COc1ccc(NC(=O)[C@H](C)NC(N)=O)cc1S(=O)(=O)Nc1cc(C)ccc1Br	1%	i	5	-1.9	1177	2.0	3.4	5.3	0.11	1271	1.2	-30	695	5%	i	25
CCNC(=S)N1CCC(C(N)=O)CC1	·	·	·	0.3	1299	·	·	·	-0.28	1013	·	9	807	·	i	26
FC(F)(F)Oc1ccc(-c2cn3cccnc3n2)cc1	·	·	·	-1.0	1017	·	·	·	0.74	1394	·	0	710	·	i	19
COc1ccc(C(=O)NCCC2=CCCCC2)cc1OC	-20%	i	-15	·	·	1.9	1.4	5.7	-0.06	903	1.1	-22	861	-16%	i	54
COc1ccc(-c2noc(C3CCCN(C(=O)c4cccs4)C3)n2)cc1 (stereo not given)	14%	i	-8	-4.2	1182	1.9	2.8	12	-0.59	880	1.1	-19	484	4%	i	23
N#Cc1ccc(Oc2nc(Nc3ccc(F)cc3)nc(N3CCCC3)n2)cc1	0%	i	3	·	·	2.6	2.1	4.1	·	·	1.1	19	819	-1%	i	31
C=CCn1c2ccccc2c2nnc(SCC(=O)Nc3cc(C)on3)nc21	-4%	i	11	·	·	1.5	1.7	3.8	0.12	884	1	19	811	-5%	i	51
CCC(C(=O)NC(C)CCc1ccccc1)n1nc(C)n2c(cc3occc32)c1=O (stereo not given)	7%	i	0	-0.2	1192	2.9	1.4	15	0.96	1263	1.1	-21	674	2%	i	10
CC/C(=N\Nc1ccc([N+](=O)[O-])cc1)c1ccccc1	-17%	i	7	0.6	1071	2.9	2.2	6.4	0.11	1253	0.9	2	698	-8%	i	16

Source: PubChem
